Screening results from PubChem BioAssay.
T cell modulator = T cell immune modulators affecting CD8 T cell-vesicle binding; 2C CD8+ T cell-vesicle binding, flow cytometry; hits give low values; calls only at 7 µM; 0.068% of 330,000 active;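 active = response, share of CD8 T cells binding vesicles, and their 90th percentile fluorescence all below set limits, cut at about 80% in these data, passing the limit was not always enough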
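incubation = binding step 1.5 h, 37 °C, antibody labelling 20 min, ice | test system = 2C mouse CD8+ T cells | read-out basis = percent CD8+ FL2 mean versus row control | controls = Peptide-free naked vesicles (low) and QL9 vesicles with 0.7% DMSO vehicle (high) | detection = flow cytometry of vesicle-bound cells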
PhoP inhibition = PhoP-dependent GFP reporter repression – Salmonella Typhimurium, primary screen (AID 1863); S. Typhimurium PhoP-regulated promoter GFP reporter, 4 h; higher % means a stronger effect; inhibition, % at 50 µM, or IC50 in µM where a hit was titrated; 0.16% of 300,000 active;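 active = inhibition over 29.93%, a cutoff 3 SD above the screen mean, later confirmed by dose response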;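 also: 0% = low Mg2+ inducing control and 100% = high Mg2+ repressing control; strong numbers were not always called active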
TNAP activation fold = stimulation of alkaline phosphatase TNAP activity – biochemical, luminescent, no phosphate acceptor, uHTS, primary screen (AID 1001); purified TNAP, luminescent activation assay, no phosphate acceptor; higher activation fold means a stronger effect; activation fold at 20 µM; hits with a dose series show EC50 in µM; 0.03% of 200,000 active; in the data active = activation fold from about 3, or a potency from the dose series; inactive = the rest, 99 in 100 with activation fold below about 1.6; also: many of its hits are not listed in these tables
Myeloid diff MLP = compounds promoting myeloid differentiation; ER-HoxA9 myeloid progenitors, lysozyme-GFP differentiation, flow cytometry; calls only at 10 µM; 1% of 360,000 active;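 active = normalized GFP-positive differentiation at or above the plate's own cutoff, the solvent-only control mean plus 3 SD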;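 also: cells exposed to compound for four days before flow analysis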
UTI89 phage lysis = inhibition of K1F phage lysis, E. coli UTI89, bacterial capsule biogenesis inhibitors, alamar blue (AID 488966); E. coli UTI89 K1F phage lysis, alamar blue, 2 h; higher % means a stronger effect; inhibition, % at 100 µM; hits with a dose series show IC50 in µM; 0.02% of 340,000 active;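 active = phage lysis inhibition, versus mean bacterial control, above a set limit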;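 also: capsule biogenesis inhibitors block K1F phage lysis so surviving cells raise fluorescence; higher fluorescence means more inhibition of phage lysis; actives were called in the ten point dose series up to 300 µM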
NTR1 agonist = NTR1-driven beta-arrestin-GFP spot formation – imaging, U2OS cells, high content, primary screen (AID 493036); P30989; agonist mode; activation, % at 20 µM; 0.17% of 330,000 active;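 active = activation at or above 40% of the spot to cytoplasm intensity ratio, with at least 20 cells analyzed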;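 also: 0% = DMSO without peptide and 100% = 100 nM NTR1 peptide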
Target sequence (P30989 whole entry, looked up): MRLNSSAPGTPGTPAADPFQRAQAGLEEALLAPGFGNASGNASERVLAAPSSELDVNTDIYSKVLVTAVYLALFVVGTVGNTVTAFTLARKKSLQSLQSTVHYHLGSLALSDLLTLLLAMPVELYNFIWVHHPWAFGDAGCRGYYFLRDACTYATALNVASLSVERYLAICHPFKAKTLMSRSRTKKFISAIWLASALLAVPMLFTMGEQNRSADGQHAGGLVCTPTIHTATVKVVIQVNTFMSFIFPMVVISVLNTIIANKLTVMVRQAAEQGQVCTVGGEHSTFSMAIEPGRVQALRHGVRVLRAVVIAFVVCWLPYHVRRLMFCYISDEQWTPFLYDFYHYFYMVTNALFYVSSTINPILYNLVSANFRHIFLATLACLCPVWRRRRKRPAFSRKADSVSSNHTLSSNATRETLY
RSV antiviral HEp-2 = RSV antiviral activity via CPE protection, HEp-2 cells, primary 10 µM value included (AID 2391); HEp-2 cells, RSV-induced CPE inhibition; higher % means a stronger effect; CPE inhibition, % at 10 µM, or IC50 in µM where a hit was titrated; 0.13% of 310,000 active; in the data active = a potency from the dose series; also: strong numbers were not always called active
Rac1 GTP hydrolysis = MgcRacGAP GTPase-activating activity inhibitors, confirmation, biochemical, ADP Hunter fluorescence. MgcRacGAP-stimulated Rac1 GTP hydrolysis, ADP Hunter fluorescence; higher % means a stronger effect; GST-tagged Rac1 F28L mutant substrate. inhibition, % at 30 µM, or IC50 in µM where a hit was titrated. 0.6% of 340,000 active;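 active = first-screen hits whose inhibition reached a set limit at any dose in the follow-up dose series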;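 also: fluorescence reports GDP produced by GAP-driven GTP hydrolysis; strong numbers were not always called active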
SV40 large T antigen = SV40 large T antigen inhibitors, biochemical (AID 1903); SV40 large T antigen ATPase/helicase inhibition assay; higher % means a stronger effect; one-dose inhibition, % at 20 µM; IC50 in µM for titrated hits; 0.39% of 310,000 active; in the data active = a potency from the dose series; also: strong numbers were not always called active
T cell modulator vesicle-bound % = further read-out of T cell modulator, marked with its call; double positive events, %; measured here: CD8+ vesicle-bound cell fraction;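 binding gate set so that unloaded-vesicle control wells show 10% double positive cells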
NTR1 agonist cell count 20 µM = also measured in NTR1 agonist; calls as there; cell count; measured here: cell count, cytotoxicity flag
Myeloid diff MLP GFP+ MAC1+ % = further read-out of Myeloid diff MLP, marked with its call; GFP+ MAC1+ double positive, %; measured here: differentiation confirmed by MAC1 staining
* = called active by the depositor; [ ] = another dose, or the depositor's remark.

Screening Brc1ccc(Cn2c(-c3ccc(Br)o3)nc3ccccc32)o1 returned PhoP inhibition 4.2%, TNAP activation fold 1, Myeloid diff MLP inactive, UTI89 phage lysis -0.1%, Rac1 GTP hydrolysis 3.8%, SV40 large T antigen 14.6% and Myeloid diff MLP GFP+ MAC1+ % 0.3.
`O=C(c1cccc([N+](=O)[O-])c1)c1ccc2c(c1)C(=O)N(c1c[nH]c(=O)[nH]c1=O)C2=O` gave T cell modulator inactive, PhoP inhibition -3.7%, TNAP activation fold 1.1, NTR1 agonist 0.1, RSV antiviral HEp-2 0.7%, SV40 large T antigen -0.2%, T cell modulator vesicle-bound % 28.1 and NTR1 agonist cell count 20 µM 46.
`O=C(NNC(=O)c1cc(-c2ccccc2)nc2ccccc12)Nc1cccc(Cl)c1` gave T cell modulator inactive, PhoP inhibition 24.8%, TNAP activation fold 1, Myeloid diff MLP inactive, UTI89 phage lysis 0.5%, NTR1 agonist 22.8, RSV antiviral HEp-2 0.2%, Rac1 GTP hydrolysis 7.9%, SV40 large T antigen 7.6%, T cell modulator vesicle-bound % 43.5, NTR1 agonist cell count 20 µM 64 and Myeloid diff MLP GFP+ MAC1+ % 0.9.
`Cc1nn(-c2ccccc2)c(C)c1C(=O)OCC(=O)N(C)c1c(N)n(Cc2ccccc2)c(=O)[nH]c1=O` gave T cell modulator inactive, PhoP inhibition -4.7%, Myeloid diff MLP inactive, UTI89 phage lysis 0.7%[50 µM], NTR1 agonist 0.0, RSV antiviral HEp-2 0.9%, Rac1 GTP hydrolysis 2.2%, SV40 large T antigen 9.5%, T cell modulator vesicle-bound % 38.6, NTR1 agonist cell count 20 µM 81 and Myeloid diff MLP GFP+ MAC1+ % 0.7.
`Cc1ccc(C(=O)Nc2cccc3ccccc23)cc1` gave T cell modulator inactive, PhoP inhibition -1.9%, Myeloid diff MLP inactive, UTI89 phage lysis 0.3%, NTR1 agonist 0.1, RSV antiviral HEp-2 5.0%, Rac1 GTP hydrolysis 5.7%, SV40 large T antigen 15.8%, T cell modulator vesicle-bound % 64.9, NTR1 agonist cell count 20 µM 89 and Myeloid diff MLP GFP+ MAC1+ % 1.5.
Screening COc1ccccc1C(=O)Nc1cc2c(cc1C(=O)O)OCCCO2 returned T cell modulator inactive, PhoP inhibition -1.4%, Myeloid diff MLP inactive, UTI89 phage lysis -0.3%, NTR1 agonist 0.1, RSV antiviral HEp-2 4.3%, Rac1 GTP hydrolysis 3.4%, SV40 large T antigen 5.9%, T cell modulator vesicle-bound % 33.5, NTR1 agonist cell count 20 µM 37 and Myeloid diff MLP GFP+ MAC1+ % 0.6.
For O=C(O)c1cc(-c2cccc([N+](=O)[O-])c2)n[nH]1 the results were T cell modulator inactive, PhoP inhibition -4.2%, TNAP activation fold 0.6, Myeloid diff MLP inactive, UTI89 phage lysis 0.4%, NTR1 agonist 0.2, RSV antiviral HEp-2 -0.3%, Rac1 GTP hydrolysis 1.2%, SV40 large T antigen 8.9%, T cell modulator vesicle-bound % 51.5, NTR1 agonist cell count 20 µM 56 and Myeloid diff MLP GFP+ MAC1+ % 0.9.
`CCn1cc(C(=O)NCc2ccco2)c(=O)c2ccc(C)nc21` gave T cell modulator inactive, PhoP inhibition 4.2%, Myeloid diff MLP inactive, UTI89 phage lysis -0.2%, NTR1 agonist -0.1, RSV antiviral HEp-2 3.0%, Rac1 GTP hydrolysis -4.6%, SV40 large T antigen 6.1%, T cell modulator vesicle-bound % 58.7, NTR1 agonist cell count 20 µM 100 and Myeloid diff MLP GFP+ MAC1+ % 0.7.
`CCCn1c(SCC(=O)Nc2nnc(CC)s2)nnc1-c1ccco1` gave T cell modulator inactive, PhoP inhibition -0.7%, TNAP activation fold 1, Myeloid diff MLP inactive, UTI89 phage lysis 0.9%, NTR1 agonist -0.5, RSV antiviral HEp-2 1.1%, Rac1 GTP hydrolysis 15.2%, SV40 large T antigen 8.3%, T cell modulator vesicle-bound % 19.8, NTR1 agonist cell count 20 µM 55 and Myeloid diff MLP GFP+ MAC1+ % 1.5.
For Cc1ccc(OCCn2c(=O)sc3ccccc32)cc1 the results were T cell modulator inactive, PhoP inhibition -6.4%, TNAP activation fold 1.1, Myeloid diff MLP inactive, UTI89 phage lysis -0.1%, NTR1 agonist 1.7, RSV antiviral HEp-2 5.2%, Rac1 GTP hydrolysis 17.8%, SV40 large T antigen 13.9%, T cell modulator vesicle-bound % 34.5, NTR1 agonist cell count 20 µM 40 and Myeloid diff MLP GFP+ MAC1+ % 0.6.
CCOC(=O)NCC(C)(C)CNC(=O)OCC was read as T cell modulator inactive, PhoP inhibition 1.0%, TNAP activation fold 1.1, Myeloid diff MLP inactive, UTI89 phage lysis 0.4%, NTR1 agonist 1.9, RSV antiviral HEp-2 1.8%, Rac1 GTP hydrolysis 4.6%, SV40 large T antigen 15.7%, T cell modulator vesicle-bound % 34.3, NTR1 agonist cell count 20 µM 77 and Myeloid diff MLP GFP+ MAC1+ % 0.8.
Screening O=C(COc1cccc2ccccc12)N/N=C/C=C/c1ccccc1 returned T cell modulator inactive, PhoP inhibition 4.9%, TNAP activation fold 1.2, Myeloid diff MLP inactive, UTI89 phage lysis 0.1%, NTR1 agonist 4.0, RSV antiviral HEp-2 0.4%, Rac1 GTP hydrolysis 11.6%, SV40 large T antigen 4.1%, T cell modulator vesicle-bound % 45.6, NTR1 agonist cell count 20 µM 76 and Myeloid diff MLP GFP+ MAC1+ % 0.1.
Screening COc1cccc(CNC(=O)C(C(=O)NCc2cccc(OC)c2)c2ncc(C(F)(F)F)cc2Cl)c1 returned T cell modulator inactive, PhoP inhibition -5.5%, TNAP activation fold 1.1, Myeloid diff MLP inactive, UTI89 phage lysis -0.1%, NTR1 agonist 1.1, RSV antiviral HEp-2 -0.9%, Rac1 GTP hydrolysis 10.9%, SV40 large T antigen 6.9%, T cell modulator vesicle-bound % 38.9, NTR1 agonist cell count 20 µM 47 and Myeloid diff MLP GFP+ MAC1+ % 0.2.
For NC(=O)CSc1nc2cccnc2n1-c1ccc(F)cc1 the results were T cell modulator inactive, PhoP inhibition 15.4%, Myeloid diff MLP inactive, UTI89 phage lysis 0.5%, NTR1 agonist 0.1, RSV antiviral HEp-2 0.1%, Rac1 GTP hydrolysis 3.1%, SV40 large T antigen -3.8%, T cell modulator vesicle-bound % 32.3, NTR1 agonist cell count 20 µM 42 and Myeloid diff MLP GFP+ MAC1+ % 0.4.
Cc1ccc(OCCOC(=O)CN2C(=O)NC3(CCCC3)C2=O)cc1 was read as T cell modulator inactive, PhoP inhibition -2.9%, Myeloid diff MLP inactive, UTI89 phage lysis 1.2%[50 µM], NTR1 agonist 1.5, RSV antiviral HEp-2 0.6%, Rac1 GTP hydrolysis 2.2%, SV40 large T antigen 2.7%, T cell modulator vesicle-bound % 43.2, NTR1 agonist cell count 20 µM 59 and Myeloid diff MLP GFP+ MAC1+ % 0.4.
CC(C)(C)NC(=O)CSc1nc(-c2ccccc2)cc(=O)[nH]1 was read as T cell modulator inactive, PhoP inhibition 2.1%, TNAP activation fold 1.1, Myeloid diff MLP inactive, UTI89 phage lysis 0.2%, NTR1 agonist -0.3, RSV antiviral HEp-2 -0.3%, Rac1 GTP hydrolysis 0.7%, SV40 large T antigen 3.9%, T cell modulator vesicle-bound % 52.7, NTR1 agonist cell count 20 µM 50 and Myeloid diff MLP GFP+ MAC1+ % 0.2.
CCN(C(=O)N(CC)c1ccccc1)c1ccccc1 was read as T cell modulator inactive, Myeloid diff MLP inactive, UTI89 phage lysis 4.5%, NTR1 agonist -1.8, RSV antiviral HEp-2 2.1%, Rac1 GTP hydrolysis 6.3%, T cell modulator vesicle-bound % 28.9, NTR1 agonist cell count 20 µM 51 and Myeloid diff MLP GFP+ MAC1+ % 1.2.
`CCN(CC)C(=O)C(C)N(C#N)c1nc(Cl)nc(N(C)C)n1` (centres undefined) gave T cell modulator inactive, PhoP inhibition -8.3%, TNAP activation fold 1, Myeloid diff MLP inactive, UTI89 phage lysis -1.3%, NTR1 agonist 0.5, RSV antiviral HEp-2 0.1%, Rac1 GTP hydrolysis 5.8%, SV40 large T antigen -2.2%, T cell modulator vesicle-bound % 39.7, NTR1 agonist cell count 20 µM 33 and Myeloid diff MLP GFP+ MAC1+ % 0.3.
CC(CCc1ccco1)N(C)S(=O)(=O)c1csc(C(N)=O)c1 (centres undefined) was read as T cell modulator inactive, PhoP inhibition 5.0%, Myeloid diff MLP inactive, UTI89 phage lysis 2.1%, NTR1 agonist -0.9, RSV antiviral HEp-2 -0.5%, Rac1 GTP hydrolysis 2.9%, SV40 large T antigen 16.4%, T cell modulator vesicle-bound % 25.4, NTR1 agonist cell count 20 µM 56 and Myeloid diff MLP GFP+ MAC1+ % 0.4.
Screening CCOC(=O)c1ccc(CC(=O)c2ccc(O)cc2O)o1 returned T cell modulator inactive, PhoP inhibition -2.0%, TNAP activation fold 1.1, Myeloid diff MLP inactive, UTI89 phage lysis -0.1%, NTR1 agonist 1.4, RSV antiviral HEp-2 0.1%, Rac1 GTP hydrolysis 10.6%, SV40 large T antigen 0.8%, T cell modulator vesicle-bound % 14.4, NTR1 agonist cell count 20 µM 46 and Myeloid diff MLP GFP+ MAC1+ % 1.0.
Screening O=C(NC1CCCCC1)N(C1=NCCCCC1)c1ccc(Br)cc1 returned T cell modulator inactive, PhoP inhibition 1.9%, TNAP activation fold 1, Myeloid diff MLP inactive, UTI89 phage lysis 2.8%, NTR1 agonist -2.2, RSV antiviral HEp-2 0.6%, Rac1 GTP hydrolysis 1.1%, SV40 large T antigen 0.4%, T cell modulator vesicle-bound % 47.0, NTR1 agonist cell count 20 µM 69 and Myeloid diff MLP GFP+ MAC1+ % 0.4.
Screening CCOc1ccc(C(=O)NCC(=O)OCc2ccc(F)cc2Cl)cc1 returned T cell modulator inactive, PhoP inhibition 0.5%, TNAP activation fold 1, Myeloid diff MLP inactive, UTI89 phage lysis 0.3%, NTR1 agonist 2.6, RSV antiviral HEp-2 2.3%, Rac1 GTP hydrolysis 3.0%, SV40 large T antigen 5.9%, T cell modulator vesicle-bound % 50.4, NTR1 agonist cell count 20 µM 88 and Myeloid diff MLP GFP+ MAC1+ % 1.1.
Screening COc1ccc(C2CC(C(F)(F)F)n3nc(C(=O)O)cc3N2)cc1 (centres undefined) returned T cell modulator inactive, PhoP inhibition -12.9%, Myeloid diff MLP inactive, UTI89 phage lysis 1.9%[50 µM], NTR1 agonist -0.3, RSV antiviral HEp-2 -0.8%, Rac1 GTP hydrolysis 8.6%, SV40 large T antigen 1.0%, T cell modulator vesicle-bound % 48.7, NTR1 agonist cell count 20 µM 62 and Myeloid diff MLP GFP+ MAC1+ % 0.4.
